# ALOX12 inh = blocks human arachidonate 12S-lipoxygenase | P18054 | purified 12hLO, xylenol orange hydroperoxide absorbance | Potency, µM (titrated, usually from 108 µM), for the others: at the top dose activity change, negative = inhibition, most hits filed as inhibitors | 1.1% of 580,000 active; active = well fitted inhibition curve with a large enough effect; inconclusive = small, poorly fitted or top-dose-only effect, or another doubt; inactive = no such curve, though single readings can be large or run the other way
# Target sequence (P18054 whole entry, looked up): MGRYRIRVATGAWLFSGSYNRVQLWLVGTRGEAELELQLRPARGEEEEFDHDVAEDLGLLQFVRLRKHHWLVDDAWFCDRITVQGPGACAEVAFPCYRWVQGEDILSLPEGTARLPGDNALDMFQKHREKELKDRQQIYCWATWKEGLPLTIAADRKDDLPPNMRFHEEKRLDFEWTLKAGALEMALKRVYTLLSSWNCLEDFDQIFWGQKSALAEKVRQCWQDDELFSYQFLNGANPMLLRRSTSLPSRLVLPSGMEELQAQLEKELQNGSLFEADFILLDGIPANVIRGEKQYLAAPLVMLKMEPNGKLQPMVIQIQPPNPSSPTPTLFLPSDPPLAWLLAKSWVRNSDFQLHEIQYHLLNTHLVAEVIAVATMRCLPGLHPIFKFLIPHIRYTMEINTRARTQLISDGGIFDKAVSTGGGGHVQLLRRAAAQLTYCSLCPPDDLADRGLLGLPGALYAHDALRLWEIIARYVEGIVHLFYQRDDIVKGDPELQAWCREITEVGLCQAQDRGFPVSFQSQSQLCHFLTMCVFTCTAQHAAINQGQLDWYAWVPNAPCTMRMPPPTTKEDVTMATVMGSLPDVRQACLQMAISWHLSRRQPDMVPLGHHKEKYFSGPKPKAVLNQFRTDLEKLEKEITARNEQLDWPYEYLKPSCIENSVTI
#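 Purified human 12hLO (150 nM final) in 25 mM Hepes, 0.01% Triton X-100, pH 7.0 was preincubated 15 min at room temperature with compound. Then 40 uM arachidonic acid was added, 30 min. Hydroperoxide was read by Fe-XO absorbance ratio 573/405 nm.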
# * marks the source's active call; other numbers are inactive results; ? = inconclusive; & = joins results of further samples; [ ] = another dose, or the depositor's remark. % is set by controls: 0 for no effect and ±100 for the full control effect; potency is the fitted concentration of half-maximal effect. This is a subset; the hit share may differ from the screen's.
SMILES,ALOX12 inh
COc1ccc(OCC(=O)N2CCC[C@H]2c2nc(-c3ccc(OC)cc3)no2)cc1,?
Cc1ccc(SCCNC(=O)C2CCC(=O)N(C3CCCC3)C2)cc1 (stereo unspecified),61.5%[activator]
COc1cc(/C=N/O)ccc1OCC(C)C,?
Cc1ccccc1Nc1nc(CSc2nnnn2C2CC2)cs1,28.2µM*
Fc1ccc(CN2CCNc3cnc(-c4ccccc4)cc3C2)cc1F,?
Cn1ncc2c(C(=O)NCc3cccnc3)cc(-c3ccc(Cl)cc3Cl)nc21,2.9%[6.33 µM]
CN(C)C(=O)CCC[C@@H]1[C@H]2CCCN3CCC[C@@H](CN1C)[C@@H]23,33.1%[activator]
Cc1ccccc1C(=O)NCc1nnc2cc(-c3nc(C4CC4)no3)ccn12,44.9%[activator]
CNC(=O)C1CCCN(c2nc3ncccc3o2)C1 (stereo unspecified),14.9%[176 µM]
CCCNC(=O)Cn1cccc1-c1nc(-c2ccc(OC)c(F)c2)no1,28.4%
C#CCN1CCCCC1C(=O)N1CCN(c2cccc(Cl)c2)CC1 (stereo unspecified),-10.8%
Cc1ccc(-n2nc(-c3c(C)nc4scc(CC(=O)NCC(C)C)n4c3=O)cc2C)c(C)c1,6.6%
CCN1c2cc(C(=O)Nc3cccc(Br)c3)ccc2C(=O)N2CCCCC21 (stereo unspecified),-2.1%
Fc1ccc(OCCSc2nc3ccccc3s2)cc1,0.4%
Cc1cccc(N2CCN(c3nc4ccccc4nc3C(=O)OC(C)C)CC2)c1C,?
Cc1c(C)c2ccc(OCC(=O)NC3CC(C)(C)NC(C)(C)C3)c(C)c2oc1=O,50.5%[activator]
CC(=O)N1Cc2ccccc2CC2(CCN(Cc3ccncc3)C2)C1 (stereo unspecified),4.6%[6.33 µM]
COc1ccc(C(=O)NC2=C(C)Nc3ncnn3C2c2c[nH]c3ccccc23)c(OC)c1 (stereo unspecified),27.2%
O=C(Nc1ccc2c(N3CCCC3)ncnc2c1)c1ccc(Br)cc1,?
Cc1nc(-c2ccccc2)n(CC(=O)Nc2cccc(Cl)c2)c(=O)c1CCO,-2.0%
CCCNC(=O)C(C)SCc1coc(-c2ccc(Cl)cc2)n1 (stereo unspecified),8.2%
Cc1cc(C(=O)N2CCCC(c3nccn3Cc3ccccn3)C2)c(C)o1 (stereo unspecified),93.6%[activator]
Cc1cnc(CNc2cc(-c3ccccc3CN(C)C)ncn2)cn1,?
Cc1cn2nc(C(=O)NCc3cccc(Cl)c3)cc2c(N2CCSCC2)n1,7.1%
Nc1nccnc1C(=O)NCC(c1ccccc1)c1ccccc1,2.7%
CCOc1ccc(CN(C)C(=O)Cn2cnc3c(cnn3C)c2=O)cc1OC,28.9%
O=C(O)c1ccc(CN2C[C@@H]3OCC(=O)N(Cc4ccccc4)[C@@H]3C2)cc1,8.0%[176 µM]
Cc1ccc2[nH]c(=O)c(CN(C)C(=O)c3ccc(C(C)(C)C)cc3)cc2c1,?
COCCN1Cc2nc(-c3cc(F)cc(F)c3)ccc2OCC1=O,5.1%[176 µM]
O=C(Nc1ccccc1Cl)c1nc2ccccc2nc1N1CCCCC1,-24.9%
COc1ccc(CN2C(=O)CN(S(C)(=O)=O)CC2(C)C(=O)Nc2ccc3c(c2)OCCO3)cc1OC (stereo unspecified),-18.8%
O=C(CCc1nnn2c1CN(Cc1ccc(Br)o1)CC2)N1CCCC1,-0.8%
Cn1cnc2c1c(=O)n(CCCSc1nnnn1-c1ccccc1)c(=O)n2C,?
COC(=O)[C@@H]1Cc2nc[nH]c2CN1C(=O)c1ccccc1,22.7%[176 µM]
COc1ccc(C(=O)N2CCC3(CC2)OC(=O)N(Cc2cccnc2)C3(C)c2ccccc2)cn1 (stereo unspecified),83.8%[activator]
O=C(Nc1ccccc1)Nc1ccc(-c2nnc3n2CCCC3)cc1,39.8%[activator]

# With a hit mark in ALOX12 inh, among the entries above:
SMILES,ALOX12 inh
Cc1ccccc1Nc1nc(CSc2nnnn2C2CC2)cs1,28.2µM*

# Following part
SMILES,ALOX12 inh
CS(=O)(=O)c1cnc(NCCCc2ccccc2)nc1C1CCCNC1 (stereo unspecified),?
CN1CCC(Oc2nccnc2N2CCc3ccccc3C2)C1 (stereo unspecified),81.1%[activator]
CCN(Cc1nc2cc(Cl)ccc2c(=O)[nH]1)C(=O)CNC(=O)c1cccc(C)c1,14.7%
Cc1ccc(S(=O)(=O)N(CC(=O)O)Cc2ccc(Cl)cc2Cl)cc1,-21.1%
CC1=C(C(=O)Nc2ccccc2)C(c2ccccc2Cl)N2C(=O)CSC2=N1 (stereo unspecified),-15.4%
O=C(CSCc1nc2ccccc2s1)NC1CCCCC1,-21.9%
Cc1ccc(C(=O)N2CCC3(CC2)OCC(C(=O)N2CCOCC2)N3C(=O)c2ccc(F)cc2)cc1 (stereo unspecified),12.2%
Cn1c(=O)[nH]c(=O)c2c1nc(SCCc1ccccc1)n2Cc1ccccc1,7.1%
Cc1ccc(NC(=O)C2CCCN(S(=O)(=O)c3ccc4[nH]c(=O)oc4c3)C2)cc1N(C)C (stereo unspecified),?
CCC(=O)N(C1CCOCC1)C1CCN(S(=O)(=O)c2cccc(C)c2)CC1,18.2%
O=C(NCc1ccncc1)c1csc(N2CCN(c3ccccc3F)CC2)n1,38.1%[activator]
CC(C)(CNC(=O)c1cnn(-c2nccc(-c3cc4ccccc4o3)n2)c1C1CC1)N1CCOCC1,-4.5%

# Part of the list above, set out differently:
Compound | ALOX12 inh
CC1=C(C(=O)Nc2ccccc2)C(c2ccccc2Cl)N2C(=O)CSC2=N1 (stereo unspecified) | -15.4%
O=C(CSCc1nc2ccccc2s1)NC1CCCCC1 | -21.9%
Cc1ccc(C(=O)N2CCC3(CC2)OCC(C(=O)N2CCOCC2)N3C(=O)c2ccc(F)cc2)cc1 (stereo unspecified) | 12.2%
Cn1c(=O)[nH]c(=O)c2c1nc(SCCc1ccccc1)n2Cc1ccccc1 | 7.1%
Cc1ccc(NC(=O)C2CCCN(S(=O)(=O)c3ccc4[nH]c(=O)oc4c3)C2)cc1N(C)C (stereo unspecified) | ?
CCC(=O)N(C1CCOCC1)C1CCN(S(=O)(=O)c2cccc(C)c2)CC1 | 18.2%
O=C(NCc1ccncc1)c1csc(N2CCN(c3ccccc3F)CC2)n1 | 38.1%[activator]

# Next structures:
SMILES,ALOX12 inh
CCOC(=O)c1c(C)c(-c2ccccc2)n(CC(=O)NCCN2CCCCC2CC)c1C (stereo unspecified),?
CC(C)CNC(=O)COC(=O)c1cccc(F)c1,-6.1%
COc1cc(CN2CCC(C)(C#N)CC2)ccc1OCC(O)CN1CCOCC1 (stereo unspecified),40.5%
COc1ccc(N2CC(C(=O)NC3CC3)NC2=O)cc1 (stereo unspecified),5.1%[176 µM]
O=C(NCc1ccc(N2CCOCC2)cc1)c1cccnc1N1CC2CC(C1)[C@H]1CCCC(=O)N1C2 (stereo partly specified),-2.2%
COc1ccc(C2CCCN2Cc2coc(-c3ccc(F)cc3)n2)cc1 (stereo unspecified),?
Cc1nc2cc(Cl)ccc2cc1C(=O)NCC(F)(F)F,20.6%
COc1ccc(N2CC(C(=O)N3CCC(C(=O)NCC(F)F)C3)NC2=O)cc1 (stereo unspecified),43.5%&5.7%[activator]
O=C(c1ccccc1F)N1C[C@@H]2[C@H](c3ccccc31)[C@H](CO)N2C(=O)c1ccccc1,-1.0%
O=C1N[C@H](CC(=O)N2CCN(c3ccc(F)cc3)CC2)C(=O)Nc2ccccc21,85.4%[activator]
COc1ccc(C(C)NC(=O)C2(c3ccc(NS(C)(=O)=O)cc3)CCCCC2)cc1 (stereo unspecified),22.1%
COc1ccc(C(=O)N2CCCC2)c(OC2CCN(C(=O)c3ccn[nH]3)CC2)c1,12.5%
O=C(Cc1ccc(F)cc1)Nc1ccc(-c2nnc3n2CCCC3)cc1,10.1%
O=C(Nc1c(NCc2ccccc2)c2ccccc2oc1=O)c1ccccc1Br,-5.0%
CSc1ccc(NC(=O)CC2C=CCC2)cc1 (stereo unspecified),-3.5%
Cc1ccc(NC(=O)N2CCc3c(C(=O)NC(C)c4cccnc4)cccc32)cc1 (stereo unspecified),67.8%[activator]
O=C(O)c1ccc(CN2CCOC[C@H]2c2ncc(-c3ccc(F)cc3)[nH]2)cc1,10.3%[176 µM]
Cc1nc2c(c(-c3ccc(O)cc3)n1)CN(Cc1ccccc1)CC2,14.1%[176 µM]
Fc1cc(NC(=S)N2CCc3ccccc32)ccc1Cl,?
COC(=O)[C@@H]1Cc2ncn(Cc3ccc(OC)cc3)c2CN1S(=O)(=O)c1cccc(C(F)(F)F)c1,37.5%[activator]
O=C(NCCc1ccccn1)c1ccc(OC2CCNCC2)nc1,?
Cc1cccc(C)c1-n1nnnc1-c1nc2cc3ccccc3cc2[nH]c1=O,?
COCCSc1nnc(-c2ccc(Cl)cc2)n1-c1ccc(OC)cc1,?
CCCCOc1ccc2c(C)c(CCC)c(=O)oc2c1,-22.4%
Cc1ccc(CNC(=O)C(C)N2CCCC(C(F)(F)F)C2)cc1 (stereo unspecified),7.5%
Cc1cc(C)n2ncc(CN3CCCC3c3nc(-c4ccncc4)no3)c2n1 (stereo unspecified),50.1%[activator]
CN(C)C1CN(Cc2cn(Cc3cccc(Cl)c3)nn2)S(=O)(=O)C1 (stereo unspecified),-0.6%
Cc1ccccc1S(=O)(=O)N1CCCC(CCC(=O)Nc2cccc(Cl)c2)C1 (stereo unspecified),-1.1%
Cc1ccc(-c2c(C(=O)O)sc3c2cnc2ccc(C)cc23)cc1,?
CC(C)C(=O)N1CCC2(CCNC(=O)CC2)CC1,31.0%
COc1ccc(CN2CCC(n3cc(C(=O)N4CCCCC4)nn3)CC2)c(OC)c1,10.4%
CSCCC(=O)N1CCCC(CCc2ccccc2F)C1 (stereo unspecified),-2.6%
COc1ccccc1-c1noc2nc(Nc3cccc(Cl)c3)ccc12,28.2µM*
COc1cccc(C(=O)N2CCc3nc(C)nc(-c4ccc(Cl)cc4)c3CC2)c1,6.3%
Cc1nc(SCc2ccccc2)[nH]c(=O)c1CCC(=O)N1CCOCC1,-10.1%
CCOC(=O)COc1ccc2c(=O)c(Oc3ccccc3OC)coc2c1,?
C=CCNC(=O)C1CC(c2cccc(C)c2)CN(C(=O)NCCCC)C1 (stereo unspecified),29.2%
Cc1nc(CN2CCN(Cc3cc4n(n3)CCNC4)CC2)cs1,64.4%[activator]
COc1cc(CNC(=O)c2cnc3c(c2)N(c2ccccc2OC)CCC3)cc(OC)c1,12.5%[176 µM]
CN1[C@@H](CCC(=O)N2CCOCC2)CNC(=O)[C@@H]2[C@H]1CCN2Cc1ccc(S(C)(=O)=O)cc1,7.6%
N#Cc1nc(-c2ccccc2)[nH]c1C#N,66.2%[activator]
CC(Sc1ncc(-c2ccc(Br)cc2)n1C)C(=O)NC(N)=O (stereo unspecified),-29.8%
Cc1cccc(C)c1-n1nnnc1-c1nc2cc(Br)ccc2[nH]c1=O,?
CN(c1ccc(C(=O)N2CCn3nc(CO)cc3C2)cc1)S(C)(=O)=O,3.9%
O=C1CN(C(=O)CCC(=O)N2CCC3(CCCCO3)CC2)c2ccccc2N1,19.6%
CC(NC(=O)c1ccccc1F)C(C)(C)C (stereo unspecified),11.7%
COc1ccc(C2C(C(=O)OC(C)C)=C(C)Nc3nc4ccccc4n32)cc1 (stereo unspecified),8.4%
Cc1nn(Cc2cccc(C(F)(F)F)c2)c(C)c1NS(=O)(=O)c1c(C)nn(C(F)F)c1C,12.9%
Cn1nccc1C(=O)N1CCC2(CCCN(Cc3cccc(F)c3F)C2=O)C1 (stereo unspecified),-0.6%
COc1ccc(NC(=O)c2nc3ccccc3nc2N2CCCC2)cc1OC,0.6%
O=C(c1ccccc1F)N1CCCC2(C1)C(=NC1CCCC1)NC(=O)N2c1cc(F)cc(F)c1 (stereo unspecified),34.2%
O=C(COc1cc(Cl)ccc1Cl)N1CC=C(c2ccccc2)CC1,?
CCOc1ccccc1NC(=O)c1cnc2ccccc2n1,-89.0%
Cn1c(=O)c2c(nc(Sc3nncn3Cc3ccccc3)n2C)n(C)c1=O,4.4%
CCc1noc(-c2cccn3c(CNC(=O)C(C)Oc4ccccc4)nnc23)n1 (stereo unspecified),-10.1%
Cc1occc(=O)c1OCc1noc(C(=O)NCc2ccc(Cl)cc2)n1,30.8%[activator]
CSc1ncc(C(=O)NCc2ccccc2Cl)c(C)n1,?
CCOC(=O)CSc1nc2c(cc1C#N)CCCC2,-6.9%
COCC1CCN(C(=O)C2CCCN(S(=O)(=O)c3cn(C)cn3)CCC(=O)NCC2)CC1 (stereo unspecified),-0.7%
O=C(CCCn1cnc2ccccc2c1=O)N1CCCC2(CCNCC2)CC1,?

# Going on with the list:
SMILES,ALOX12 inh
NC(=S)N/N=C/c1c(Cl)cccc1Cl,4.3%
Cc1ncsc1CN1CCCN(S(=O)(=O)c2ccccc2)CCC(=O)NCC1,73.3%[activator]
COc1ccc(CN2CCC3(CCC(CNC(=O)C4CCCO4)O3)CC2)c(C)c1C (stereo unspecified),4.8%
COc1ccccc1CNc1ncnc2ccc(-c3ccc(C(=O)N(C)C)cc3)cc12,?
Cc1ccc(NC(=O)Cc2nc(-c3c(N)n(CC(C)C)c(=O)n(C)c3=O)cs2)cc1,-33.3%
Cc1ccc(-c2nnc3ccc(NC4CCCCC4)nn23)nc1,74.6%[activator][176 µM]
Cc1ccc(-c2nc(CCNC(=O)Nc3cccc(F)c3)co2)cc1,-6.5%
CCCS(=O)(=O)N1CC[C@H]2NC(=O)N(c3ccc(F)cc3)C(=O)[C@H]21,2.2%[176 µM]
O=c1[nH]ccn1C1CCN([S+](=O)([O-])c2cccs2)CC1,37.7%[activator][176 µM]
COc1cccc(CN2CCC3(CC2)CN(c2ccncn2)CC3CO)c1OC (stereo unspecified),37.2%[activator]
COC[C@]1(O)CCN(S(=O)(=O)c2cccc(C(=O)O)c2)CC1(C)C,7.7%
O=C(NCC(F)(F)F)C1CN(Cc2ccccc2)C(=O)N1 (stereo unspecified),50.6%[activator][176 µM]
